NR2E3 ag-1 = agonists of human nuclear receptor NR2E3. AID 2300. inhibition of corepressor binding, % at 4.78 µM. GST-NR2E3/biotin-RetCOR TR-FRET, 1536-well. hit rate 0.12% among 320,000. Q9Y5X4;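 active = percent inhibition above the cutoff of mean plus 3 SD of all tested compounds, set per screening campaign, cut at about 20% in these data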;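 note: 0% = DMSO wells and 100% = biotin wells as full block of FRET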
Target sequence (Q9Y5X4 whole entry, looked up): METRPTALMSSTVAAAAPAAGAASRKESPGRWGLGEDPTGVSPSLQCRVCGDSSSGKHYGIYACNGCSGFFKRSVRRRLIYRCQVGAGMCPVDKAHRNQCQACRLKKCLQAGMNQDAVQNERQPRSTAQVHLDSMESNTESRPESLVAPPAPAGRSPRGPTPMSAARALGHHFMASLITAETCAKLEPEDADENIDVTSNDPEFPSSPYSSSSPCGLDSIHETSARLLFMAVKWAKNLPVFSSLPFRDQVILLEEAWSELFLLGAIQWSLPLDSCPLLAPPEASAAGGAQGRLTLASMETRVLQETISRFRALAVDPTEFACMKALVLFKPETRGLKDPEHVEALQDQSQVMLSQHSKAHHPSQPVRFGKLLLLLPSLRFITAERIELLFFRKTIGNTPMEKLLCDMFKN
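Test system – NR2E3–RetCOR corepressor complex · Quantity – NR2E3 fusion 1.35 nM · Buffer or medium – Tris pH 7.5 · Incubation – Compound–protein incubation for 5 h at 4 °C · Technique – TR-FRET, Eu(K)-anti-GST donor, streptavidin-D2 acceptor, ex 340, em 617/671 nm · Evaluation – percent inhibition of 671/617 nm emission ratio versus biotin and DMSO controls · Plate – 1536-well format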
C8 TRAIL sens = caspase-8 TRAIL sensitization; hit rate 1% among 360,000; AID 624354; NB7+C8 cells + TRAIL, ATPlite viability luminescence; inhibition (viability loss, TRAIL sensitization), % at 10 µM;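 active = compounds causing at least 50% loss of cell viability in the single-dose screen, relative to plate controls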
TRPM1 prom inh = inhibitors of MITF-driven TRPM1 promoter in melanoma cells. SK-MEL-5 TRPM1 promoter luciferase, 24 h. inhibition, % at 12.5 µM. hit rate 0.83% among 330,000. AID 488899;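 active = mean inhibition across replicates of 60% or more, whatever share of single replicates reaches that level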; note: values of inactives mirror those of a sister screen read the other way
HIF-2a inh = HIF-2a inhibition. 786-0 RCC cells HIF-2a reporter, luciferase luminescence, overnight. AID 624352. hit rate 0.72% among 360,000. inhibition, % at 18.8 µM;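 active = inhibition of the luminescence signal of 40% or more relative to plate controls, in a single-dose primary screen at 18.75 µM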
Peg3 promoter = reduces Peg3 promoter-driven luciferase expression in HeLa | hit rate 1.7% among 360,000 | inhibition, % at 20 µM | HeLa PEG-Prom luciferase reporter, luminescence, overnight | AID 588405;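 active = inhibition of at least 50% at 20 µM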
Shn3 3UTR inh = reduces Shn3 3'UTR luciferase signal in osteoblasts; Clone20 osteoblast Shn3 3'UTR firefly luciferase, 24 h; inhibition, % at 12.5 µM; hit rate 0.52% among 360,000;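 active = mean inhibition of at least 75% with every replicate also reaching 75%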;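 note: 0% = median of neutral control wells and 100% = pilot-screen positive control compound; some compounds past the cut are filed as inactive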
KKLEB tox = reduces viability of KKLEB cystic fibrosis airway cells. KKLEB CF airway cells viability, ATPlite luminescence, overnight; hits give low values; cells stimulated with P. aeruginosa culture filtrate. activity change (cytotoxicity), % at 5 µM. hit rate 0.36% among 360,000. AID 602141;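 active = corrected activity change at or below -50% at 5 µM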
hiPSC survival = hiPSC single-cell survival enhancement; ATPlite luminescence; 100% = ROCK inhibitor wells, 0% = DMSO; AID 602274; hit rate 0.044% among 360,000; survival enhancement, % at 20 µM; in the data active = survival enhancement above about 18%;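 note: cells exposed to compounds for 16 hours before the ATP read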
LMP1 NFkB inh = reduces LMP1-driven NF-kappaB luciferase signal. LMP1-induced NF-kappaB luciferase reporter cells, luminescence. inhibition, % at 12.5 µM. hit rate 0.69% among 350,000. AID 504558; in the data active = inhibition above about 41%;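 note: 0% = neutral control wells and 100% = reference inhibitor control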
NR2E3 ag-2 = agonists of human NR2E3 nuclear receptor; CHO-S Gal4-NCOR/VP16-NR2E3 two-hybrid, luciferase; Q9Y5X4; inhibition of corepressor binding, % at 3.98 µM; AID 602229; hit rate 0.35% among 360,000;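 active = inhibition above the mean of all tested compounds plus 3 SD, cut at about 70% in these data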;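 note: 0% = DMSO with NR2E3 transfected cells and 100% = cells lacking NR2E3 construct; higher means lower luciferase signal from less NR2E3 corepressor binding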
CF NFkB inh = cystic fibrosis NF-kB activation inhibition | inhibition, % at 5 µM | AID 588850 | hit rate 0.86% among 360,000 | KKLEB NF-kB-GFP reporter, PAF-induced, GFP fluorescence overnight;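 active = at least 50% inhibition at 5 µM, scaled per plate between neutral and stimulator controls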;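 note: PAF is a Pseudomonas aeruginosa culture filtrate used as stimulus; plate controls were PAF-stimulated DMSO wells for no effect and unstimulated DMSO wells for full effect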
Numbers without * were called inactive; . = no result given. Some of the compounds tested; the hit share may differ from the screen's.

1) CCCn1nnc(NC(=O)COc2cc(C)ccc2C(C)C)n1
2) O=C(NC1=NCCS1)c1ccccc1F
3) COc1ccc(N(CC(=O)NCc2ccc(Cl)cc2)S(=O)(=O)c2ccccc2[N+](=O)[O-])c(OC)c1
4) CCc1cc2c(SCC(=O)Nc3ncc(Cl)c(C)c3Cl)ncnc2s1
5) CC(Sc1nc2ccccc2n1C)C(=O)NC(c1ccccc1)c1ccccc1 (configuration not stated)
6) OC(c1ccccc1)c1ncc(-c2ccc(C(F)(F)F)cc2)[nH]1 (configuration not stated)
7) CCOC(=O)C1=C(N)Oc2c(oc(CO)cc2=O)C1c1ccc(F)c(F)c1 (configuration not stated)
8) Cn1c2ccccc2c(=O)c2ccc(NCCc3cccs3)cc21
entry no.	1	2	3	4	5	6	7	8
NR2E3 ag-1	1.9	1.0	3.3	2.2	-2.6	.	6.4	.
C8 TRAIL sens	-7.9	-0.8	-1.4	-2.9	9.7	-20.8	8.8	31.1
TRPM1 prom inh	10.7	.	4.6	-4.0	2.2	.	11.8	-95.6
HIF-2a inh	17.1	-45.4	16.4	3.2	18.3	-169.9	16.1	-314.5
Peg3 promoter	11.1	-46.7	19.9	3.0	17.0	-80.0	7.0	-309.4
Shn3 3UTR inh	-1.6	-88.4	39.1	10.9	-0.5	-24.3	-1.5	-126.8
KKLEB tox	-0.9	12.6	3.4	1.2	-13.7	4.4	22.2	-8.4
hiPSC survival	2.7	-0.5	0.6	-1.8	2.6	5.4	0.9	-1.0
LMP1 NFkB inh	0.7	.	-2.9	-0.1	10.6	.	-11.4	-34.1
NR2E3 ag-2	12.3	-67.4	5.2	-24.0	-2.8	-73.5	-6.7	-118.7
CF NFkB inh	1.4	-0.5	-4.4	5.1	12.5	-23.1	-10.8	-67.2

9) Cc1ccc(N2CC(C(=O)NCc3n[nH]c(=O)c4ccccc34)CC2=O)cc1C (configuration not stated)
10) CC(C)(C)OC(=O)N1CSC[C@H]1C(=O)NC[C@H](CC(=O)O)c1ccc(Cl)cc1
11) CN(Cc1nc(-c2ccc(Cl)cc2)no1)C(=O)CCN1C(=O)[C@H]2CC=CC[C@H]2C1=O
12) CCOC(=O)C1=C(COC(=O)CSc2ccc(C)cc2)NC(=O)NC1C (configuration not stated)
13) CN(C)S(=O)(=O)c1cccc(NC(=O)c2cc([N+](=O)[O-])ccc2N2CCCCC2)c1
14) O=c1[nH]c(=O)n(C2OC(CO)C(O)C2O)cc1N1CCOCC1 (configuration not stated)
15) CC1(C(=O)NS(=O)(=O)c2ccc(Cl)s2)CCN1C(=O)C1(c2ccc(Cl)cc2)CCC1 (configuration not stated)
16) CCCCCc1nc2c(c(=O)c3ccccc3n2C)c(=O)n1Cc1ccc(OC)cc1
entry no.	9	10	11	12	13	14	15	16
NR2E3 ag-1	2.6	1.6	0.5	-2.5	1.7	.	.	-0.5
C8 TRAIL sens	-8.6	9.3	13.5	-3.2	-0.3	-13.7	-21.4	15.8
TRPM1 prom inh	3.4	5.0	3.4	0.8	6.5	-0.3	.	-7.2
HIF-2a inh	-27.3	11.8	-5.6	2.1	-6.1	1.9	1.2	6.2
Peg3 promoter	-2.6	15.6	-11.0	6.0	5.4	-0.7	-2.2	4.4
Shn3 3UTR inh	-1.2	8.4	13.4	-4.2	11.4	28.9	-4.7	-14.8
KKLEB tox	-0.7	-3.7	-21.7	2.0	-23.8	-13.5	-0.6	0.1
hiPSC survival	-0.1	-0.5	-0.5	-0.4	-0.6	1.1	-1.4	-0.1
LMP1 NFkB inh	4.9	4.2	1.5	3.9	-6.0	-7.8	.	4.5
NR2E3 ag-2	-3.4	-10.8	26.9	14.8	14.8	14.8	24.7	-12.1
CF NFkB inh	27.6	17.0	9.5	7.3	31.0	3.7	-46.6	-4.5

17) O=C(NCC1CCCO1)c1onc(CSc2ccccc2F)c1C(=O)O (configuration not stated)
18) C=CCN(Cc1nc(-c2cc(OC)c3c(c2)OCO3)oc1C)C1CCS(=O)(=O)C1 (configuration not stated)
19) O=C(NCCOc1nc(N2CCCCC2)nc(N2CCOCC2)n1)Nc1ccccc1
20) CNC(=S)N1CCc2cc(OC)c(OC)cc2C1COc1ccc(F)cc1 (configuration not stated)
21) Cc1nnsc1C(=O)N1CCN(c2cc(C(F)(F)F)ccn2)CC1
22) COc1ccc(OC)c(C(=O)N2CCC(n3nccc3NC(=O)CC(C)C)CC2)c1
23) CC(=O)c1cnn(-c2ccccc2)c1C
24) COCCNC(=O)C/C(C)=N/NC(=O)C(=O)NC1CCCCC1
entry no.	17	18	19	20	21	22	23	24
NR2E3 ag-1	-2.4	3.2	-2.5	5.7	0.3	1.8	-0.3	3.5
C8 TRAIL sens	-0.2	-2.9	2.5	-3.0	7.9	-6.8	5.4	-5.4
TRPM1 prom inh	.	-13.5	5.9	-5.3	-3.5	10.5	2.8	0.1
HIF-2a inh	3.1	20.4	11.9	12.8	16.8	-16.3	6.4	2.8
Peg3 promoter	1.2	5.3	22.2	-5.0	3.1	-7.8	-0.8	2.1
Shn3 3UTR inh	-67.3	13.1	16.2	11.5	4.6	-3.2	-16.4	-2.9
KKLEB tox	-7.4	-43.0	-3.1	-11.8	-4.1	-29.3	-0.2	-1.2
hiPSC survival	1.6	-0.7	-0.1	-0.3	0.9	-0.1	-0.1	1.3
LMP1 NFkB inh	-6.8	7.2	-1.1	-3.9	2.2	-1.8	-0.5	-1.6
NR2E3 ag-2	-16.4	-6.3	3.5	-8.3	13.2	-23.1	13.3	-28.6
CF NFkB inh	-18.2	-3.9	-10.1	-1.5	14.6	-9.9	0.5	1.8

Another view of some results above:
| entry | Structure | NR2E3 ag-1 | C8 TRAIL sens | TRPM1 prom inh | HIF-2a inh | Peg3 promoter | Shn3 3UTR inh | KKLEB tox | hiPSC survival | LMP1 NFkB inh | NR2E3 ag-2 | CF NFkB inh |
| --- | --- | --- | --- | --- | --- | --- | --- | --- | --- | --- | --- | --- |
| 21 | Cc1nnsc1C(=O)N1CCN(c2cc(C(F)(F)F)ccn2)CC1 | 0.3 | 7.9 | -3.5 | 16.8 | 3.1 | 4.6 | -4.1 | 0.9 | 2.2 | 13.2 | 14.6 |
| 22 | COc1ccc(OC)c(C(=O)N2CCC(n3nccc3NC(=O)CC(C)C)CC2)c1 | 1.8 | -6.8 | 10.5 | -16.3 | -7.8 | -3.2 | -29.3 | -0.1 | -1.8 | -23.1 | -9.9 |

More results follow:
25) N#CCCn1nc2c(c1N)CCC2
26) CCOc1cc(/C=C/C(=O)O)ccc1OCCOc1ccc(F)cc1
27) CCN(Cc1ccncc1)C(=O)c1ccco1
28) COc1cccc(N2CCN(S(=O)(=O)c3ccc(-c4coc(C)n4)cc3)CC2)c1
29) Cc1cc(C)nc(SCC(=O)Nc2ncc3c(n2)CC(C)(C)CC3=O)n1
30) Cn1c(=O)oc2cc(S(=O)(=O)NCc3ccncc3)ccc21
31) Cc1cccc(N2C(=O)/C(=C/c3ccccn3)SC2=S)c1
32) COc1cc(C(=O)Nc2ccc([N+](=O)[O-])cn2)cc(OC)c1OC
entry no.	25	26	27	28	29	30	31	32
NR2E3 ag-1	.	0.7	-0.1	-5.1	0.3	1.7	1.3	0.6
C8 TRAIL sens	3.0	-10.2	-29.2	-4.4	1.0	-6.3	-0.7	-5.6
TRPM1 prom inh	9.3	8.3	10.8	-3.0	4.5	6.6	.	-5.7
HIF-2a inh	6.0	-3.9	4.1	7.0	3.8	-1.0	-8.1	6.0
Peg3 promoter	3.6	10.1	3.7	-3.1	7.8	3.0	5.2	0.0
Shn3 3UTR inh	-4.9	1.3	-20.8	17.0	20.7	36.2	-17.1	1.3
KKLEB tox	0.0	-17.6	-6.5	-4.1	0.2	-0.9	1.7	-4.6
hiPSC survival	-1.0	0.1	0.1	-0.4	6.0	-1.5	-0.7	-2.7
LMP1 NFkB inh	-12.8	-21.5	4.3	3.6	5.0	-18.6	.	-4.5
NR2E3 ag-2	-15.0	-1.2	-11.6	28.4	-12.4	0.8	22.0	11.1
CF NFkB inh	5.6	7.9	14.6	3.5	-15.5	-6.1	1.9	-6.1

Molecules listed so far with two or more sulfur atoms (3):
4) CCc1cc2c(SCC(=O)Nc3ncc(Cl)c(C)c3Cl)ncnc2s1
15) CC1(C(=O)NS(=O)(=O)c2ccc(Cl)s2)CCN1C(=O)C1(c2ccc(Cl)cc2)CCC1 (configuration not stated)
31) Cc1cccc(N2C(=O)/C(=C/c3ccccn3)SC2=S)c1
entry no.	4	15	31
NR2E3 ag-1	2.2	.	1.3
C8 TRAIL sens	-2.9	-21.4	-0.7
TRPM1 prom inh	-4.0	.	.
HIF-2a inh	3.2	1.2	-8.1
Peg3 promoter	3.0	-2.2	5.2
Shn3 3UTR inh	10.9	-4.7	-17.1
KKLEB tox	1.2	-0.6	1.7
hiPSC survival	-1.8	-1.4	-0.7
LMP1 NFkB inh	-0.1	.	.
NR2E3 ag-2	-24.0	24.7	22.0
CF NFkB inh	5.1	-46.6	1.9

Other entries.
33) CCOc1ccc(C(=O)NCC2OCCc3ccccc32)cc1 (configuration not stated)
34) CCCC(c1nnnn1CCOC)N(Cc1cc2cc(C)c(C)cc2[nH]c1=O)CC1CCCO1 (configuration not stated)
35) O=C(O)c1cc(C2CC2)nn1-c1ccccc1
36) COc1ccc(CC(=O)Nc2ccccc2C(=O)NCCc2ccccc2)cc1
37) CC(C)(C(=O)N1CCC1(C)C(=O)NS(=O)(=O)c1cccc(Cl)c1)c1ccccc1 (configuration not stated)
38) CCC1(C(=O)c2ccccc2)C(c2cccc([N+](=O)[O-])c2)C1(C(=O)OC)C(=O)OC (configuration not stated)
39) O=c1c2cc3c(cc2[nH]c(=S)n1C1CCN(Cc2ccccc2)CC1)OCO3
40) Cc1ccc(N=Nc2c(C)[nH]n(-c3ccccc3)c2=O)c(C)c1
41) CC(C)[C@@H](N)C(=O)N/N=C/c1ccc2nccnc2c1
entry no.	33	34	35	36	37	38	39	40	41
NR2E3 ag-1	4.9	7.2	-1.0	1.5	.	-0.6	0.7	-3.2	-0.6
C8 TRAIL sens	10.1	7.2	5.0	9.7	1.2	6.4	-1.6	-4.8	-13.8
TRPM1 prom inh	-39.3	-4.6	9.9	2.8	.	8.0	2.7	17.2	2.1
HIF-2a inh	-155.6	4.9	6.5	-56.7	1.3	12.2	31.6	8.5	10.5
Peg3 promoter	-83.8	12.7	5.4	-39.5	4.3	13.4	15.3	5.0	6.5
Shn3 3UTR inh	-35.5	-5.2	-6.9	-21.8	-8.4	-4.4	-5.3	-2.5	-7.8
KKLEB tox	1.0	-8.9	0.7	2.7	-8.0	-3.4	4.2	7.2	-0.1
hiPSC survival	-0.8	2.0	1.7	-0.6	-2.8	1.4	-0.3	0.7	0.1
LMP1 NFkB inh	3.3	0.1	2.7	22.0	.	-7.5	-3.7	-0.2	4.7
NR2E3 ag-2	-48.6	-3.1	-0.4	-3.1	-11.6	-3.9	-5.5	5.5	-15.0
CF NFkB inh	0.2	-3.3	-5.6	17.3	-0.9	3.1	5.4	-12.7	13.6

Compound activity as filed in PubChem BioAssay.
